# Compound activity: PubChem BioAssay, National Center for Advancing Translational Sciences (NCATS)
# TRPV1 ag: human TRPV1 agonism; Q8NER1; TRPV1-expressing cells, Fluo-8 calcium influx, agonist mode; activation, % at 8.33 µM; 320,000 tested, 0.19% active; AID 540275; in the data active = activation above about 80%; inconclusive = between about 30% and that limit; note: 0% is about no effect
#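 Cells expressing TRPV1 were dye-loaded with Fluo-8 and read kinetically: 10 s baseline, 3 min after compound (agonist portion), then 2 min after EC20 capsaicin (allosteric enhancer portion). Calcium-bound dye fluorescence at 480/520 nm.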
# GALK inh: galactokinase (human) inhibition | AID 1868 | Purified GALK, Kinase-Glo residual ATP luminescence | P51570 | 270,000 tested, 0.007% active | Potency, µM (titrated, usually from 57.5 µM), for the others: at the highest dose activity change, negative = inhibition, hits mostly inhibitors; note: potency is the fitted concentration of half-maximal effect; % is set by controls: 0 for no effect and ±100 for the full control effect
#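 ATP-depletion format; final 35 uM ATP, 100 uM D-galactose, 5 nM enzyme; pH 8.0 HEPES/Mg2+ buffer; 60 min RT; luminescence read 10 min after detection reagent.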
# a7 integrin act: activators of alpha7 integrin expression for muscular dystrophy; 350,000 tested, 0.064% active; Potency, µM (highest dose often 38.3 µM), for the others: at the highest dose activation, most hits filed as activators; alpha7betagal myoblasts, beta-gal FDG fluorescence, 48 h;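 note: potency is the fitted concentration of half-maximal effect; 100% = response of the positive control SU9516; nearly all actives have a fitted effect of over 60% in size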
#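 alpha7betagal+/- myoblasts (passage 13, 250/well) treated 48 h at 37C with compounds at 1:260 dilution of DMSO stock. Lysed, then beta-galactosidase activity read as FDG fluorescence (ex 480/em 540) after 30 min, with pre-read for autofluorescence.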
# KCNH2 WT inh: inhibitors of human wildtype KCNH2 potassium channel | Q12809 | U2OS, BacMam KCNH2, thallium flux FluxOr; stronger effect = lower value | activity change, % at 1.84 µM | 340,000 tested, 0.37% active | AID 720551;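 active = maximum activity change below -70%; inconclusive = maximum activity change between -70% and -50%; inactive = maximum activity change above -50%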; note: % is set by controls: 0 for no effect and ±100 for the full control effect
#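 U2OS cells transduced with wild-type KCNH2 virus are loaded with FluxOr dye for 45 min, and thallium flux is measured in kinetic reads before and after stimulation buffer. Rate constants are normalized to DMSO controls.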
# AT treatment: candidate therapy for ataxia-telangiectasia | Potency, µM (highest dose often 57.5 µM), for inactives: at the top dose activation, hits mostly activators | 320,000 tested, 0.19% active | AID 485349 | […] A-T fibroblasts, KAP-1 phosphorylation AlphaLISA; neocarzinostatin DNA damage 30 min before lysis; note: potency is the fitted concentration of half-maximal effect; % of control where 0% means no effect; nearly all actives have a fitted effect of over 45% in size
#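 hTERT-immortalized A-T patient fibroblasts ([…]), 500 cells/well in OPTI-MEM, 1% FBS, got compounds for 60 min, then NCS for 30 min at 37C. Lysates were then assayed for phospho-KAP-1 by AlphaLISA (anti-pKAP1 donor, anti-KAP1 acceptor beads), 6 hr at 25C.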
# KCNH2 3.1 block: blocks the human KCNH2 3.1 channel isoform; 340,000 tested, 0.95% active; U2OS KCNH2 3.1, thallium flux FluxOr; stronger effect = lower value; activity change, % (tested at about 1.8 µM); AID 720553;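 active = maximum activity change below -70%; inconclusive = maximum activity change from -70% to -50%; inactive = maximum activity change above -50%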;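 note: thallium influx rate constant from kinetic fluorescence after stimulation buffer; % is set by controls: 0 for no effect and ±100 for the full control effect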
#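 Thallium flux via FluxOr fluorescence (Red40 quencher, 45 min loading) in U2OS cells virally expressing the KCNH2 3.1 isoform (1.77 x 10^8 /mL virus, overnight at 37 C). Rate constants from 2-min kinetic reads post-stimulation, normalised to positive and negative controls.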
# CXXC DNA block: blocks binding of human MLL CXXC domain to DNA | 290,000 tested, 0.037% active | Potency, µM (highest dose often 115 µM), for the others: top-dose activity change, negative = inhibition, hits mostly inhibitors | MLL-CXXC / FITC-HOXA9 DNA fluorescence polarization; active = well fitted inhibition curve with a large enough effect in the polarisation, with a control signal flat, not every such curve was filed as active; inconclusive = small, poorly fitted or top-dose-only effect, or effect the other way, or a change in a side signal; inactive = no such curve, though single readings can be large or run the other way; the % refers to the polarisation; note: potency is the fitted concentration of half-maximal effect
# Target sequence (Q03164 whole entry, looked up, the tested form may be a part): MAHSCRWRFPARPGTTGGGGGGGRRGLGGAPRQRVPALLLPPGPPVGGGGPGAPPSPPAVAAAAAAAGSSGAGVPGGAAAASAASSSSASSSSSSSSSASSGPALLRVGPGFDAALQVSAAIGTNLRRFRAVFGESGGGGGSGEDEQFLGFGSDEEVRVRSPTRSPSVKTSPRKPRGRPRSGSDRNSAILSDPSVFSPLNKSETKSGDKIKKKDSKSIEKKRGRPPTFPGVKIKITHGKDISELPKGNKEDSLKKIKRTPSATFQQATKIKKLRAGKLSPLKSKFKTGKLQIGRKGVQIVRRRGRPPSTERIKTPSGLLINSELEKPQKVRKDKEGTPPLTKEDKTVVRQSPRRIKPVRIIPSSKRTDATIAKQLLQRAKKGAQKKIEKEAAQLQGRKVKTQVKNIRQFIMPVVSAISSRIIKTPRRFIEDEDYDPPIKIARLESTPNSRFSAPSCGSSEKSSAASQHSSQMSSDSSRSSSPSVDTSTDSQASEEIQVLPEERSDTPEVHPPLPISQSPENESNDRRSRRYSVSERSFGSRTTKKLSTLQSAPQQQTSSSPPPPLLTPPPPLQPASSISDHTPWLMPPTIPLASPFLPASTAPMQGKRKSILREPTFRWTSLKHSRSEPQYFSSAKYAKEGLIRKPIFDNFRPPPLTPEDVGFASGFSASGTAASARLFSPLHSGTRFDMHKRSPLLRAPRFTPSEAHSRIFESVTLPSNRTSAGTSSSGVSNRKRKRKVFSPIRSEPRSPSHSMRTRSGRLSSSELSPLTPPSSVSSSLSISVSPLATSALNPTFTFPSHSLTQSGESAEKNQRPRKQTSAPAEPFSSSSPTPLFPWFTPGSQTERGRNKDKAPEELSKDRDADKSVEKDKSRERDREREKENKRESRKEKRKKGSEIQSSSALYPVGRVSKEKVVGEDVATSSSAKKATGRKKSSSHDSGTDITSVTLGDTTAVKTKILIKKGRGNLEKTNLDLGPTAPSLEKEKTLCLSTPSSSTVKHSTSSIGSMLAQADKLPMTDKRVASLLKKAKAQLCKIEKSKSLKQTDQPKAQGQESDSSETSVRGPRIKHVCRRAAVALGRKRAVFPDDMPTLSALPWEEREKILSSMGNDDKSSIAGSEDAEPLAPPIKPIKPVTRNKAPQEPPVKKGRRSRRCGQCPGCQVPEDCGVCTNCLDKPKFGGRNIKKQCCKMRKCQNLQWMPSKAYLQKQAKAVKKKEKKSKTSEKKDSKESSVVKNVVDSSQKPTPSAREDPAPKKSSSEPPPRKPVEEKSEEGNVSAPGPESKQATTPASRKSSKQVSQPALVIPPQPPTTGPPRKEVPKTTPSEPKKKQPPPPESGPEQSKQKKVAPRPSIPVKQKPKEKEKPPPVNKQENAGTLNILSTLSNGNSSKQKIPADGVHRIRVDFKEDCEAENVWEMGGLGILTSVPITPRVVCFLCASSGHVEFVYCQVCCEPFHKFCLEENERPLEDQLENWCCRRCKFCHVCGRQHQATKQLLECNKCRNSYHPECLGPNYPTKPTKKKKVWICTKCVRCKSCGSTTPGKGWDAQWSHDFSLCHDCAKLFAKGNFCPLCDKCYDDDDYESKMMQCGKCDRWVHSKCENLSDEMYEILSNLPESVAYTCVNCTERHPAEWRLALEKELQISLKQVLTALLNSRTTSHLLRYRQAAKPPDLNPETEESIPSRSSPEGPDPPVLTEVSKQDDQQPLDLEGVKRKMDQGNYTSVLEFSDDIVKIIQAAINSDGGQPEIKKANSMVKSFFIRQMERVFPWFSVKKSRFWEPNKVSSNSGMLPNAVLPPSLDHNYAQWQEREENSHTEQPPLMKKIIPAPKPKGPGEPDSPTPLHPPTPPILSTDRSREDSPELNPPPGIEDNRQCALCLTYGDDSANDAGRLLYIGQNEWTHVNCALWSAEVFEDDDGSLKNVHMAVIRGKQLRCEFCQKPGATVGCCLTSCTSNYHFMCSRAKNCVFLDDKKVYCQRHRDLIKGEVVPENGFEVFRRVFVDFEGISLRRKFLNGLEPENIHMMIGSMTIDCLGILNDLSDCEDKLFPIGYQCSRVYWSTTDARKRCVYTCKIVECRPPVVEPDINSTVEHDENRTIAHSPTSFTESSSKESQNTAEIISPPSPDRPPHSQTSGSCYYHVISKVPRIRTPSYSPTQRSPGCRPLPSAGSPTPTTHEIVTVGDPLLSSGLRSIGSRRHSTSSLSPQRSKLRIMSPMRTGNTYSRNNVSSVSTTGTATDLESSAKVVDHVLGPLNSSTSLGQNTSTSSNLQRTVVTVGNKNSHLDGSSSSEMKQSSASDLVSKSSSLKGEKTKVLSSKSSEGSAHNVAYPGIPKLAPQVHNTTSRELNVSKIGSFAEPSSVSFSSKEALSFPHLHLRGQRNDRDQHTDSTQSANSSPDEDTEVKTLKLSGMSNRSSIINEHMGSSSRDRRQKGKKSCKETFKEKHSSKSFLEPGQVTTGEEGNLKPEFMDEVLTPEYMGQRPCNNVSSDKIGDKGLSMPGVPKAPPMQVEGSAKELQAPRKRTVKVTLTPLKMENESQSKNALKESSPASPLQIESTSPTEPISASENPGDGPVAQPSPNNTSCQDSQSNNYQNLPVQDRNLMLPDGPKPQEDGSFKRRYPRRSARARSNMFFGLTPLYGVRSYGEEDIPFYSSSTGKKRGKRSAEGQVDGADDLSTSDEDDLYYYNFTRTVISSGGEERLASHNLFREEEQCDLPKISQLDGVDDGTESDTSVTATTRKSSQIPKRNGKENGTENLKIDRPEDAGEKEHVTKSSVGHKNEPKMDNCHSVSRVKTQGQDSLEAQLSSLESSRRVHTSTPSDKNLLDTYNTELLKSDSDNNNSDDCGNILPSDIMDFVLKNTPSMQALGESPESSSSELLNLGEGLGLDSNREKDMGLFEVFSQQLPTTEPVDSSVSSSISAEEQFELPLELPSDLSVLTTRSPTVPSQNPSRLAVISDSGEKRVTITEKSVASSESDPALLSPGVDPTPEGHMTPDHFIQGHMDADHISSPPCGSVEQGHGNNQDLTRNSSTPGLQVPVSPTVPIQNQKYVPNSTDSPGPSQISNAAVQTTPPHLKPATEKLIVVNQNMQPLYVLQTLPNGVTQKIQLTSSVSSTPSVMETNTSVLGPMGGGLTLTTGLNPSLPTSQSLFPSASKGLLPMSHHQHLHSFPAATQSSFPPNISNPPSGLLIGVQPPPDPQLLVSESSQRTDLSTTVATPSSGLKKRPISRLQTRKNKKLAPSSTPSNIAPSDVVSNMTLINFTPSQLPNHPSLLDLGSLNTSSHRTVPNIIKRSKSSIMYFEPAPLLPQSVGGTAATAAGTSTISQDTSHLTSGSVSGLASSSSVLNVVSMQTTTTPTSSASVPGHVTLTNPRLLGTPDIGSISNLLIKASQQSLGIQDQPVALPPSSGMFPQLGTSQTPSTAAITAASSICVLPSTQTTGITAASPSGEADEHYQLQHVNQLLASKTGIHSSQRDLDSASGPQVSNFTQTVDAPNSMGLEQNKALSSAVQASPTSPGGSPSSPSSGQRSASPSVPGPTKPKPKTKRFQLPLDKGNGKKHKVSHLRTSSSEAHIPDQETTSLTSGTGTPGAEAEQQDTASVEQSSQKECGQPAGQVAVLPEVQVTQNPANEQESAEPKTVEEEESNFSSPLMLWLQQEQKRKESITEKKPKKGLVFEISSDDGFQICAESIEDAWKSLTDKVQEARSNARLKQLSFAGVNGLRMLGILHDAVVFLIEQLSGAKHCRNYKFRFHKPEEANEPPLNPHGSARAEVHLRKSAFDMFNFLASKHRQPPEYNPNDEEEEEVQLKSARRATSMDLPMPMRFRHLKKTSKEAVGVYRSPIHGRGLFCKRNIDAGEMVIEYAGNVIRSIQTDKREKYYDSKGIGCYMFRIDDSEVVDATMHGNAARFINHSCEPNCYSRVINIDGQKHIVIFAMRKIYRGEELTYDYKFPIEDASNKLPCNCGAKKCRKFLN
#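 Fluorescence polarization: 7 uM MLL-CXXC (stock) preincubated 5 min with compounds, then 50 nM fluorescein-HOX-A9 DNA (stock) added; 30 min ambient. Buffer 50 mM Tris-HCl pH 7.5, 50 mM NaCl, 1 mM DTT, 0.05% BSA.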
# FBPA coupling cs: inhibits coupling enzyme system, counter-screen for aldolase hits | activity change, negative = inhibition, % at 58.2 µM, hits read low | 290,000 tested, 0.67% active | coupling enzyme system counterscreen, AmpLite Red fluorescence; in the data active = activity change below about -30%; note: % is set by controls: 0 for no effect and ±100 for the full control effect
#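 First, compound is pin-transferred into glyceraldehyde-3-phosphate coupling-enzyme reagent at 57.5 uM final and held 10 min at RT. Next, substrate, coupling system and AmpLite Red are added. After 20 min RT, fluorescence (525/598 nm) is read.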
# ASM inhibitor: blocks human secretory acid sphingomyelinase. Potency, µM (series often up to 57.5 µM), for the others: at the highest dose activity change, negative = inhibition, most hits filed as inhibitors. AID 504937. P17405. placental ASM, HMU-PC fluorogenic substrate, 60 min. 340,000 tested, 0.006% active; note: potency is the fitted concentration of half-maximal effect
#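 qHTS format. ASM enzyme prepared from human placenta hydrolyses the fluorogenic substrate HMU-PC0 (9 uM final) over 60 min at 37 °C after a 10 min compound preincubation.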
# MBNL1-CUG inh: blocks human MBNL1 binding to CUG repeat RNA. 280,000 tested, 0.036% active. TR-FRET MBNL1-His/biotin-(CUG)12 binding, 665/545 ratio. Q9NR56. Potency, µM (doses to about 57.5 µM), for the others: at the highest dose activity change, negative = inhibition, actives largely listed as inhibitors; active = well fitted inhibition curve with a large enough effect in the signal ratio, with a control signal flat, not every such curve was filed as active; inconclusive = small, poorly fitted or top-dose-only effect, or effect the other way, or a change in a side signal; inactive = no such curve, though single readings can be large or run the other way; the % refers to the signal ratio; note: potency is the fitted concentration of half-maximal effect; % is set by controls: 0 for no effect and ±100 for the full control effect
#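 Compound titration spanned 92 nM–58 uM against the MBNL1-His/biotin-(CUG)12 complex. After 60 min at room temperature with 5 nM streptavidin-XL665 and 0.055 ng/ul terbium anti-His, ratiometric 665/545 nm emission (Ex 340 nm) normalized to controls.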
# Active calls of the source: *; ? = inconclusive; · = not tested or not shown; [ ] = dose if it differs, or a comment. Unless noted, calls come from the whole dose curve; as a rule, active = well fitted curve in the direction sought with a large enough effect; inconclusive = small, poorly fitted or top-dose-only effect, or another doubt; inactive = no such curve, though single readings can be large; an effect the other way counts as inactive or inconclusive.
molecule | TRPV1 ag | GALK inh | a7 integrin act | KCNH2 WT inh | AT treatment | KCNH2 3.1 block | CXXC DNA block | FBPA coupling cs | ASM inhibitor | MBNL1-CUG inh
Cc1ccc(C(=O)OCC(=O)NNC(=O)COc2ccc(Cl)cc2)c(O)c1 | 2 | · | -5% | 0 | · | 4 | · | · | -4% | ·
COc1ccc(N2CCN(C(=O)c3cn(C4CCCC4)c(=O)c4c3c3ccccc3n4C)CC2)cc1 | 2 | 6% | -9% | -14 | · | 0 | 30% | -11 | -18% | 16%
COc1ccc(CN(C(=O)c2ccccc2OC)C2CCS(=O)(=O)C2)cc1 (configuration not stated) | 1 | 0% | -18% | 4 | · | 2 | -3% | 6 | 0% | -6%
Cc1nn(Cc2ccccc2)c(C)c1/C=N/NC(=O)c1ccncc1 | 3 | 12% | -10% | 7 | -7% | -14 | -2% | 3 | 2% | 2%
CN(Cc1ccccc1F)c1nc(-c2cccs2)nc2ccccc12 | -5 | 3% | -25% | -8 | 16% | -20 | -14% | 7 | -7% | 45%[activator]
COc1cc(CNn2nnnc2N)ccc1OCc1c(Cl)cccc1Cl | 12 | 1% | -13% | -10 | 1% | 7 | 1% | -2 | 0% | -22%
O=C(OCC(=O)N1CCOCC1)c1cccc(F)c1 | 0 | -2% | 4% | 12 | 4% | 9 | -12% | 2 | -3% | -7%
COc1ccc([C@H]2CC(=O)C=C(c3ccccc3)C2)cc1 | ? | · | 8% | 4 | 15% | -1 | · | · | -5% | ·
CCOc1ccc(NC(=O)c2sc(N3CCOCC3)nc2-c2ccccc2)cc1 | 28 | 0% | 16% | -28 | -4% | -6 | 0% | 3 | 4% | 19%
Cc1cc(/C=N\NC(=O)CC(=O)NC2CCCCC2)c(C)n1-c1ccc(Cl)cc1 | -4 | 1% | -33% | 29 | -7% | -2 | -5% | 9 | -7% | 6%
Cc1cc(Oc2ccc(Cl)cc2)nc(SCC(=O)c2ccccc2)n1 | 8 | 1% | 5% | -6 | 15% | -18 | 5% | 0 | -5% | ·
Cc1ccc(Cl)c(OCC(=O)NCc2ccco2)c1 | 6 | -5% | -19% | 6 | 0% | 7 | 3% | -3 | 1% | 3%
Cc1cnc(NC(=O)CSc2nnc(-c3ccccc3)n2Cc2ccccc2)s1 | 1 | -3% | -16% | -11 | -3% | 0 | 7% | 0 | -1% | ?
N=c1c(C(=O)NCC2CCCO2)cc2c(=O)n3ccccc3nc2n1C1CCCC1 (configuration not stated) | 21 | -1% | 5% | -5 | 5% | -15 | 3% | 0 | · | ?
O=C(CSc1nc(=O)n2ccccc2n1)Nc1cccc2ccccc12 | -1 | · | 0% | -2 | -6% | 13 | · | · | -2% | ·
COc1ccc(OC)c(-c2cc(C(=O)N/N=C(\C)c3cccnc3)c3ccccc3n2)c1 | -6 | 4% | 9% | 14 | 3% | -6 | -8% | 2 | -1% | 0%
CCN(CC)S(=O)(=O)c1ccc(N2CC(C(=O)N3CCOCC3)CC2=O)cc1 (configuration not stated) | 1 | · | 33% | 1 | -8% | 35 | · | · | 7% | ·
CCCCC(=O)Nc1ccc(C(N)=O)cc1 | -2 | 5% | 13% | -11 | 12% | 8 | -3% | 5 | 13% | 10%
Cc1ccc(S(=O)(=O)N2CCN(C(=O)c3ccccc3-c3nc4ccccc4s3)CC2)c(C)c1 | 0 | · | 9% | 2 | 16% | -10 | · | · | -2% | ·
O=C(O)COc1ccc2nsnc2c1Cl | 0 | 7% | 31% | 5 | 12% | -8 | 3% | 1 | 327%[activator] | ?

# Molecules listed so far that have an aryl thioether with sulfur outside any ring (three):
molecule | TRPV1 ag | GALK inh | a7 integrin act | KCNH2 WT inh | AT treatment | KCNH2 3.1 block | CXXC DNA block | FBPA coupling cs | ASM inhibitor | MBNL1-CUG inh
Cc1cc(Oc2ccc(Cl)cc2)nc(SCC(=O)c2ccccc2)n1 | 8 | 1% | 5% | -6 | 15% | -18 | 5% | 0 | -5% | ·
Cc1cnc(NC(=O)CSc2nnc(-c3ccccc3)n2Cc2ccccc2)s1 | 1 | -3% | -16% | -11 | -3% | 0 | 7% | 0 | -1% | ?
O=C(CSc1nc(=O)n2ccccc2n1)Nc1cccc2ccccc12 | -1 | · | 0% | -2 | -6% | 13 | · | · | -2% | ·

# (next part)
molecule | TRPV1 ag | GALK inh | a7 integrin act | KCNH2 WT inh | AT treatment | KCNH2 3.1 block | CXXC DNA block | FBPA coupling cs | ASM inhibitor | MBNL1-CUG inh
CCN(CC)CCN1C(=O)C(=O)/C(=C(/O)c2ccc3c(c2)CC(C)O3)C1c1ccc(OC)cc1 (configuration not stated) | 3 | -3% | -16% | -9 | 3% | 4 | 6% | 0 | -1% | 13%
COc1ccc(C(=O)NCC(=O)N2CC=C(c3ccccc3)CC2)cc1OC | 9 | · | -2% | 0 | 2% | -9 | · | · | -1% | ·
Cc1ccccc1OC(C)C(=O)Nc1ccc(S(=O)(=O)Nc2nccs2)cc1 (configuration not stated) | 7 | 0% | 6% | 1 | -7% | -12 | -25% | 7 | 1% | -7%
CCOc1ccccc1C1CC(c2ccc(Br)cc2)Nc2nc(N)nn21 (configuration not stated) | -9 | 0% | -22% | -6 | 19% | 3 | 10% | -5 | 7% | -12%
CCc1ccc(C(=O)OCC(=O)N(CCOC)c2c(N)n(Cc3ccccc3)c(=O)[nH]c2=O)cc1 | -2 | · | -4% | -2 | -6% | 2 | · | · | -1% | ·
COc1c(C)cccc1C(=O)Nc1ccc(N2CCOCC2)c(Cl)c1 | 3 | 0% | 2% | 11 | · | 10 | -5% | -35* | 0% | 0%
CN1C2=C(C#N)C(c3ccccc3)(C(F)(F)F)NC(=O)N2c2ccccc21 (configuration not stated) | ? | 1% | -5% | -7 | · | -11 | -20% | 2 | -1% | 5%
CC[C@@H]1CN(C)[C@H]2Cc3c([nH]c4ccccc34)C(=O)C[C@@H]1[C@@H]2C(=O)OC | · | · | -3% | 1 | · | -12 | · | · | 2% | ·
COc1ccccc1OC(C)c1nnc(SCC(=O)Nc2c(C)n(C)n(-c3ccccc3)c2=O)n1-c1ccccc1 (configuration not stated) | 1 | -1% | 8% | 1 | 1% | 11 | -2% | 3 | 2% | -6%
CCOC(=O)C1CCCN(S(=O)(=O)Cc2ccccc2)C1 (configuration not stated) | 5 | 0% | 2% | -33 | 1% | -1 | -4% | -3 | 8% | -3%
O=C(NC1(C(F)(F)F)NC(=O)N(Cc2cccnc2)C1=O)c1ccc(F)cc1 (configuration not stated) | 0 | · | -4% | -3 | 3% | -12 | 2% | 2 | 2% | -10%
O=C(O)c1cccc(S(=O)(=O)NCc2cccs2)c1 | -4 | -1% | 0% | -10 | 4% | -42 | 10% | 2 | 3% | -3%
CCOC(=O)C1CCN(S(=O)(=O)c2ccc(OC)c(Cl)c2)CC1 | 6 | 4% | 2% | 1 | 3% | -5 | 14% | 2 | 1% | -8%
Cc1nc2c(c(C)c1C#N)C(=O)c1ccccc1-2 | 1 | -3% | -26% | 4 | -2% | 6 | -6% | 2 | 0% | ·
Cc1ccc(S(=O)(=O)Nc2ccccc2C(=O)NCC2CCCO2)cc1 (configuration not stated) | 11 | -2% | -8% | -2 | 0% | · | -3% | 4 | 2% | -7%
COc1cc(OC)cc(C(=O)N2CCN(C(=O)c3ccc(OC)c(OC)c3)CC2)c1 | -3 | 0% | 16% | -8 | 2% | 9 | -13% | 4 | 3% | 8%
Cn1nccc1C(=O)Nc1ccc(Cl)cc1 | 29 | 0% | 1% | 5 | -6% | 8 | 3% | 3 | -3% | -10%
CCN(CC(=O)NCc1cccs1)C(=O)c1ccc(S(=O)(=O)Nc2cccc(C)c2C)cc1 | 3 | -2% | 11% | 12 | 0% | -4 | -10% | 1 | -2% | -1%
Cc1ccc(C)c(S(=O)(=O)NC2CCS(=O)(=O)C2)c1 (configuration not stated) | -1 | · | -13% | 1 | -3% | 2 | · | · | 19% | ·
COc1ccccc1NC(=O)/C(C#N)=C/C=C/c1ccco1 | 1 | -1% | -12% | 9 | 4% | -1 | 1% | -2 | -3% | -5%
CCCOc1ccc(C2C(C(=O)c3ccco3)=C(O)C(=O)N2CCCn2ccnc2)cc1 (configuration not stated) | 0 | 2% | 25% | -19 | 2% | 11 | -12% | -3 | 1% | 22%
Cc1ccc2nc(-c3cc(N)cc(N)c3)oc2c1 | -2 | 0% | -6% | -17 | -4% | -14 | -11% | -7 | 34% | 7%
CC(=O)c1cccc(NS(=O)(=O)N(C)C)c1 | -3 | -1% | -27% | 5 | 1% | 4 | -3% | 0 | 3% | -12%
O=C1OC(c2ccccc2)(c2cc(Br)ccc2O)c2ccccc21 (configuration not stated) | · | · | -38% | -3 | · | 16 | · | · | -4% | ·
